# hIAP inh – blocks human intestinal alkaline phosphatase. P09923. purified IAP, CDP-Star luminescence, 30 min. inhibition, % at 10 µM. actives 0.12% (n = 330,000);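 active = inhibition reaching a set limit with compound at 10 µM in the primary screen, cut at about 35% in these data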;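 also: plate controls were DMSO wells with enzyme for no effect and no-enzyme buffer wells for full effect; values of inactives mirror those of a sister screen read the other way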
# Target sequence (P09923 whole entry, looked up): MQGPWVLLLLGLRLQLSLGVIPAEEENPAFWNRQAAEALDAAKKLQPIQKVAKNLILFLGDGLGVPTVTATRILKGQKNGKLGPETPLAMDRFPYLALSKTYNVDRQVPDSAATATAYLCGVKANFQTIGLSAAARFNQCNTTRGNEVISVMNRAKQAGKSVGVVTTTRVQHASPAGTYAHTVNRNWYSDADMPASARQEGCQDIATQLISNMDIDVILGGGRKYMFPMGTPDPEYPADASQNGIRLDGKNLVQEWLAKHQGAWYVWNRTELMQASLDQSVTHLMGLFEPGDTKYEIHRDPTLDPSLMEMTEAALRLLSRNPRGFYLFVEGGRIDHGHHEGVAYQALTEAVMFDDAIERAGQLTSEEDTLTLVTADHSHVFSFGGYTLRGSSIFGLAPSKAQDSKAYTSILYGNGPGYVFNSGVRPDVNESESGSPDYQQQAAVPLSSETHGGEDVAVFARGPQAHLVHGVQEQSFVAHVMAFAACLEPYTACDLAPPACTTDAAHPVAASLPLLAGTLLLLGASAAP
# A3A deaminase – human APOBEC3A DNA deaminase inhibition; AID 493011; recombinant A3A, FAM/TAMRA ssDNA deamination fluorescence; inhibition, % at 20 µM; P31941; actives 0.41% (n = 330,000);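 active = at least 40% inhibition at 20 µM here, with at most 30% in a related deaminase screen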;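 also: plate controls were A3A with DMSO for no effect and wells lacking A3A enzyme for full effect; some results filed as inactive read as strong as hits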
# Target sequence (P31941 whole entry, looked up): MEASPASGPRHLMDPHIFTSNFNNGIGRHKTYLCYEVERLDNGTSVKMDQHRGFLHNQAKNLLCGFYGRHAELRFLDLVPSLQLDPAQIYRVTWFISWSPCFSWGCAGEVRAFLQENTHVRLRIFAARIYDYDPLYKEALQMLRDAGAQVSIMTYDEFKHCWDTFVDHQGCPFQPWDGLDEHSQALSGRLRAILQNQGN
# hIAP act – human IAP activation | activation factor at 10 µM | purified human IAP, CDP-Star luminescence, 30 min; hits give high values; 1 = vehicle-only enzyme, 0 = enzyme-free background | actives 0.16% (n = 330,000);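 active = activation factor of the enzyme at least 2-fold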; also: the source names both 10 and 20 µM as test concentration; values of inactives mirror those of a sister screen read the other way
# mIAP act – mouse IAP activation; muIAP, CDP-Star luminescence, 30 min; hits give high values; 1 = vehicle-only enzyme signal, 0 = enzyme-free wells; activation factor at 10 µM; actives 0.24% (n = 330,000); AID 2805;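 active = activation factor of at least 2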; also: the source names both 10 and 20 µM as test concentration; values of inactives mirror those of a sister screen read the other way
#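 System: mouse IAP enzyme. Reagent: CDP-Star chemiluminescent phosphatase substrate. Benchmarks: DMSO wells, no-enzyme wells. Times: 30 min enzyme-substrate-compound incubation at room temperature. Detection: luminescence from enzymatic CDP-Star hydrolysis. Doses: test compounds delivered from DMSO solution.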
# SENP1 FRET inh – SENP1 (human) catalytic domain inhibition; Q9P0U3; recombinant SENP1 catalytic domain, CyPet-SUMO1-YPet FRET cleavage; inhibition, % at 10 µM; actives 0.21% (n = 360,000); AID 624204;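 active = inhibition at least 30% at 10 µM, raw YFP signal under a set limit, fluorescence ratio 0.5 to 1.5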;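 also: 0% = enzyme with DMSO and 100% = no enzyme wells; some results filed as inactive read as strong as hits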
#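 system = hSENP1 catalytic domain, recombinant | reagent = SFCypet-SUMO1-SFYpet substrate at 25 nM | doses = one dose per compound, 10 µM, 0.5% DMSO | incubation = enzyme reaction for 50 min at room temperature, dark | measured by = FRET, CFP and YFP emission | controls = no-enzyme low, enzyme-DMSO high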
# NALP3 yeast inh – inhibitors of NALP3 inflammasome in yeast | Yeast reconstituted NLRP3/ASC/caspase-1, beta-gal luminescence, 24 h | inhibition, % at 10 µM | actives 0.39% (n = 330,000);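 active = inhibition of 50% or more; inactive = inhibition below 50%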;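 also: plate controls were induced DMSO wells for no effect and uninduced yeast grown without galactose for full effect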
# mIAP inh – blocks mouse intestinal alkaline phosphatase | inhibition, % at 10 µM | purified mouse IAP, CDP-Star luminescence, 30 min | actives 0.2% (n = 330,000);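 active = inhibition of at least 40% at 10 µM in the primary screen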;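 also: plate controls were DMSO with enzyme for no effect and no enzyme wells for full effect; values of inactives mirror those of a sister screen read the other way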
# MIN6 prolif – inducers of beta-cell replication in MIN6 cells | MIN6 cells proliferation, ATPlite luminescence, 48 h; cells starved in 0.2% serum; 100% = growth in 10% serum | proliferation, % at 10 µM | actives 0.29% (n = 330,000);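 active = compounds whose signal lies at least 3.5 SD above the mean of all wells on their plate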;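 also: 0% = DMSO-treated cells in low-serum medium and 100% = 10% serum control; some compounds called inactive have numbers as strong as hits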
# APOBEC3G inh – blocks human APOBEC3G single-stranded DNA deamination. inhibition, % at 20 µM. AID 493012. Q9HC16. actives 0.28% (n = 330,000). recombinant A3G, ssDNA deamination FAM/TAMRA fluorescence;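 active = inhibition of at least 40% at 20 µM, with no more than 30% in the related APOBEC3A deaminase screen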;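 also: plate controls were DMSO wells with A3G for no effect and wells lacking A3G enzyme for full effect; some compounds called inactive have numbers as strong as hits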
# Target sequence (Q9HC16 whole entry, looked up): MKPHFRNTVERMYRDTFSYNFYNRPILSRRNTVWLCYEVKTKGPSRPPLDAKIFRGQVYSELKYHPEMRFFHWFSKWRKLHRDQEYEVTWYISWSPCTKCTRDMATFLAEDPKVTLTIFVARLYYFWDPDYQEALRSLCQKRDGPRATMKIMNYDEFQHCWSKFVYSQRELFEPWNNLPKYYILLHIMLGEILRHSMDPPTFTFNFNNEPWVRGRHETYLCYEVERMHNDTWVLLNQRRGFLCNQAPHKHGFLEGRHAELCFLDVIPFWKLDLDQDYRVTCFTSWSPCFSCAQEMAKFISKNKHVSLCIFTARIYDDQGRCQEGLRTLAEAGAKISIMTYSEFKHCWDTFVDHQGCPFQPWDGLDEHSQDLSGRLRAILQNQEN
# An asterisk follows results filed as active.
(1) CO/N=C/NC(=O)c1cn(-c2ccc(F)cc2)c(=O)c2ccccc12
(2) Cc1ccc(NC(=O)CCNS(=O)(=O)c2cc(Br)cnc2N)cc1Cl
(3) CCOc1ccc(C(=O)CN2C(=O)NC3(CCCCCC3)C2=O)cc1
(4) Cc1ccc(S(=O)(=O)N2CCC(C(=O)NCCCN3CCCCCC3)CC2)cc1
(5) Cc1ccccc1OCC(O)Cn1c(N2CCN(c3ccccc3)CC2)nc2c1c(=O)[nH]c(=O)n2C (configuration not stated)
(6) CC(C)(C)c1ccc(Oc2coc3cc(OCC(=O)O)ccc3c2=O)cc1
assay / entry	1	2	3	4	5	6
hIAP inh	16	0	3	-13	3	-6
A3A deaminase	-3	-1	-3	-1	-3	-1
hIAP act	0.84	1	0.97	1.1	0.97	1.1
mIAP act	0.95	1.1	1	1.2	1	0.99
SENP1 FRET inh	2	3	-2	-19	1	-2
NALP3 yeast inh	1	-10	10	10	7	4
mIAP inh	4	-13	-4	-19	-1	1
MIN6 prolif	-3	-3	-2	-2	0	-5
APOBEC3G inh	-5	-3	-7	-3	-9	-10

# 4 compounds picked at random from the list so far:
(2) Cc1ccc(NC(=O)CCNS(=O)(=O)c2cc(Br)cnc2N)cc1Cl
(3) CCOc1ccc(C(=O)CN2C(=O)NC3(CCCCCC3)C2=O)cc1
(6) CC(C)(C)c1ccc(Oc2coc3cc(OCC(=O)O)ccc3c2=O)cc1
(1) CO/N=C/NC(=O)c1cn(-c2ccc(F)cc2)c(=O)c2ccccc12
assay / entry	2	3	6	1
hIAP inh	0	3	-6	16
A3A deaminase	-1	-3	-1	-3
hIAP act	1	0.97	1.1	0.84
mIAP act	1.1	1	0.99	0.95
SENP1 FRET inh	3	-2	-2	2
NALP3 yeast inh	-10	10	4	1
mIAP inh	-13	-4	1	4
MIN6 prolif	-3	-2	-5	-3
APOBEC3G inh	-3	-7	-10	-5

# Next section
(7) O=C(Nc1cccnc1)c1noc2c1CCCC2
(8) CN(C)c1ccc(CNCCC2(O)CCOC(C)(C)C2)cc1 (configuration not stated)
(9) O=S(=O)(Nc1cc(S(=O)(=O)N2CCOCC2)ccc1O)c1ccc2c(c1)OCCCO2
(10) CCOc1ccc(C(C(=O)NCC2CCCO2)N(Cc2ccccc2)C(=O)c2snc(C(N)=O)c2N)cc1 (configuration not stated)
(11) Cc1ccc2nc(/C(C#N)=C\c3ccc(N4CCCCC4)c([N+](=O)[O-])c3)[nH]c2c1
(12) O=C(O)CCCC(=O)Nc1ccc(N2CCCC2)cc1
assay / entry	7	8	9	10	11	12
hIAP inh	13	-13	-57	0	-1	6
A3A deaminase	3	-1	2	-1	-3	3
hIAP act	0.87	1.1	1.6	1	1	0.94
mIAP act	1	1.1	0.89	0.97	0.9	0.96
SENP1 FRET inh	-2	2	0	-17	-77	-4
NALP3 yeast inh	-3	8	23	17	13	18
mIAP inh	0	-8	11	3	10	4
MIN6 prolif	0	-1	-8	2	-4	2
APOBEC3G inh	-5	-1	23	-10	-6	5

(13) COc1ccc(NC(=O)c2sc3nc(C)nc(N4CCN(c5ccccn5)CC4)c3c2C)cc1Cl
(14) CC1CCc2[nH]c3ccc(C(=O)NCCCOC(C)C)cc3c2C1 (configuration not stated)
(15) COc1ccc(OC)c(NS(=O)(=O)c2ccc3c(c2)n(C)c(=O)n3C)c1
(16) O=c1[nH]n(-c2ccccn2)c(=O)c2ccccc12
(17) CC(=O)c1cnc2c(-c3ccccc3)c(-c3ccccc3)nn2c1C
(18) COc1ccc(NC(=O)CN(C)C(=O)c2cc(C3CC3)nn2-c2ccccc2)cc1
assay / entry	13	14	15	16	17	18
hIAP inh	-31	0	-2	-7	32	-2
A3A deaminase	-3	0	-2	-2	-5	0
hIAP act	1.3	1	1	1.1	0.68	1
mIAP act	0.99	1	1	1	0.97	1.1
SENP1 FRET inh	2	-61	-1	2	1	2
NALP3 yeast inh	9	7	14	-5	18	15
mIAP inh	1	-3	-2	0	3	-12
MIN6 prolif	-2	-1	0	0	2	-1
APOBEC3G inh	-5	-4	-3	0	-1	-5

(19) Cc1cc2ccccc2c(=O)n1CC(=O)NCC(=O)N1CCCC(C)C1 (configuration not stated)
(20) CC1CCc2sc(C(=O)N3CCN(c4ncccn4)CC3)cc2C1 (configuration not stated)
(21) COc1ccc(-c2cc(-c3nc4ccccn4c3NCc3ccccc3)ccc2OC)cc1
(22) Cc1ccc(CNC(=O)CNS(=O)(=O)c2ccc(Br)s2)cc1
(23) Cc1ccc(C)c(S(=O)(=O)N(C)C2CCS(=O)(=O)C2)c1 (configuration not stated)
(24) Cc1cccc(COC(=O)Nc2ccc(NC(=O)c3ccccc3Cl)cc2)c1
assay / entry	19	20	21	22	23	24
hIAP inh	6	-10	21	0	0	15
A3A deaminase	-1	0	0	6	-4	1
hIAP act	0.94	1.1	0.79	1	0.99	0.85
mIAP act	1	0.95	1	1.1	0.96	0.97
SENP1 FRET inh	-2	-3	-81	-2	2	0
NALP3 yeast inh	21	16	28	-8	-1	14
mIAP inh	-1	5	0	-14	4	3
MIN6 prolif	-4	-2	-5	2	-1	-2
APOBEC3G inh	-7	-1	-2	5	-5	2

(25) C=CCSc1nnc(COc2ccc(=O)n(-c3ccccc3)n2)n1CC
(26) Cc1ccccc1-c1nc(-c2ccccn2)no1
(27) COc1ccc(N(CC(=O)N2CCN(c3ccc(Cl)cc3)CC2)S(=O)(=O)c2c(C)n[nH]c2C)cc1
(28) COc1ccc(NS(=O)(=O)c2csc(C(N)=O)c2)cc1OC
(29) Cc1nnc(SCC2=C(C(=O)O)N3C(=O)C(NC(=O)C(C)n4nc(C(F)(F)F)cc4C)C3SC2)s1 (configuration not stated)
(30) CCCCn1c(N)c(N(CCOC)C(=O)c2c(CC)noc2C)c(=O)[nH]c1=O
assay / entry	25	26	27	28	29	30
hIAP inh	-10	5	-53	1	-5	14
A3A deaminase	0	-2	-3	2	12	-3
hIAP act	1.1	0.95	1.5	0.99	1.1	0.86
mIAP act	1	1	1	1	0.9	0.97
SENP1 FRET inh	3	-1	0	1	-2	-8
NALP3 yeast inh	-3	-2	13	12	22	9
mIAP inh	-2	-5	-2	-1	10	3
MIN6 prolif	1	-5	-3	1	-1	3
APOBEC3G inh	-5	-5	-7	0	3	-7

(31) COCCN(C(=O)Cn1nnc2ccccc21)C(C(=O)NC1CCCC1)c1cc(OC)ccc1OC (configuration not stated)
(32) CCOc1ccccc1NC(=O)N1CCCC(c2nc3c(nnn3Cc3ccc(C)cc3)c(=O)[nH]2)C1 (configuration not stated)
(33) COc1ccc(C(=O)C[n+]2ccc(N)c(C)c2C)cc1
(34) CCOC(=O)C(NC(=O)c1ccccc1F)(Nc1cc(C)on1)C(F)(F)F (configuration not stated)
(35) CCOC(=O)c1c(NC(=O)c2ccco2)sc2c1CCCCC2
(36) O=C(NCCCN1CCOCC1)c1ccc2c(c1)N(Cc1ccccc1)C(=O)c1ccccc1S2=O (configuration not stated)
assay / entry	31	32	33	34	35	36
hIAP inh	-4	20	0	-3	14	-21
A3A deaminase	1	4	-2	4	-4	-1
hIAP act	1	0.8	1	1	0.86	1.2
mIAP act	1	0.98	0.94	0.96	0.84	1
SENP1 FRET inh	1	1	2	-1	3	0
NALP3 yeast inh	-1	-4	10	14	5	19
mIAP inh	-2	2	6	4	16	-1
MIN6 prolif	1	-4	-2	0	-5	-2
APOBEC3G inh	1	-5	-4	0	-9	1

(37) N#C/C(=C\c1ccc(F)cc1F)S(=O)(=O)c1ccccn1
(38) O=C(c1cc2ccccc2o1)N1CCCCCC1
(39) O=S(=O)(NC1CCCC1)c1ccccc1Br
(40) CCOc1cc(CN2CCCC(C(=O)c3cccc(C(F)(F)F)c3)C2)ccc1O (configuration not stated)
(41) COc1ccccc1NC(=O)CC12CC3CC(CC(Br)(C3)C1)C2
(42) COc1ccc(/C=N\NS(=O)(=O)c2ccc(Cl)cc2)cc1COc1ccccc1[N+](=O)[O-]
assay / entry	37	38	39	40	41	42
hIAP inh	-10	16	-3	4	-2	-6
A3A deaminase	-4	0	-3	-5	2	-2
hIAP act	1.1	0.84	1	0.96	1	1.1
mIAP act	1	1	0.92	0.82	1	0.83
SENP1 FRET inh	-15	2	0	0	1	3
NALP3 yeast inh	-1	41	-38	21	8	7
mIAP inh	0	0	8	18	-1	17
MIN6 prolif	-2	1	0	1	1	-2
APOBEC3G inh	-5	-3	24	-15	6	-1

(43) COc1ccc(OC)c(NC(=O)NC2(C(F)(F)F)Oc3ccccc3O2)c1
(44) Cn1c(NCc2ccccc2)cc(=O)n(C)c1=O
(45) COc1ccccc1NC(=O)COc1cccc(-n2cnnn2)c1
(46) COC(C(=O)NNS(=O)(=O)c1ccc([N+](=O)[O-])cc1)c1ccccc1 (configuration not stated)
(47) CCN(C(=O)COC(=O)c1cnc(C)cn1)C1CCS(=O)(=O)C1 (configuration not stated)
(48) Cc1cc(C)c2c(CC(=O)Nc3ccc(Cl)cn3)coc2c1
assay / entry	43	44	45	46	47	48
hIAP inh	-9	-8	2	1	6	11
A3A deaminase	-2	5	1	0	38	2
hIAP act	1.1	1.1	0.97	0.99	0.94	0.89
mIAP act	1.1	0.94	0.97	0.98	1	1
SENP1 FRET inh	2	1	2	0	0	-1
NALP3 yeast inh	-1	1	3	15	21	20
mIAP inh	-6	6	3	2	-3	-3
MIN6 prolif	-5	0	5	-5	-2	-4
APOBEC3G inh	1	0	-2	-5	3	-4

(49) COc1c(Cl)cc(Cl)cc1C(=O)Nc1ccc(NC(C)=O)cc1
(50) COc1ccc(/C=C(/NC(=O)c2ccco2)C(=O)NCCc2ccccc2)cc1
(51) COC(=O)COc1cc(C)cc2oc(=O)c(CC(=O)OC)c(C)c12
(52) COc1ccc(NC(=O)C(NC(=O)Cc2cccs2)c2ccc(C)cc2)cc1 (configuration not stated)
(53) CC(C)(C)n1nnnc1C(c1ccc(F)cc1)N1CCN(Cc2ccc3c(c2)OCO3)CC1 (configuration not stated)
(54) Cc1ccc(-c2cc(C(=O)N3CCOCC3)no2)cc1
assay / entry	49	50	51	52	53	54
hIAP inh	-3	-12	0	5	-9	-8
A3A deaminase	0	-4	-1	2	-2	-2
hIAP act	1	1.1	1	0.95	1.1	1.1
mIAP act	1	0.97	1.1	0.95	1	1
SENP1 FRET inh	-1	1	1	3	-2	1
NALP3 yeast inh	35	11	13	23	-4	31
mIAP inh	-2	3	-6	5	-1	-2
MIN6 prolif	-1	-2	0	0	-2	-6
APOBEC3G inh	-4	-6	-2	-2	-6	-7

(55) CCc1cc2c(CN3CCN(C)CC3)cc(=O)oc2cc1O
(56) CCN1C(=O)c2cccc3c(S(=O)(=O)NCCc4c[nH]c5ccccc45)ccc1c23
(57) COc1cc(/C=N/N2C(=O)C3C4c5ccccc5C(c5ccccc54)C3C2=O)ccc1O (configuration not stated)
(58) COc1ccccc1NC(=O)Cn1ccn(-c2cccc3ccccc23)c(=O)c1=O
assay / entry	55	56	57	58
hIAP inh	-3	6	-12	0
A3A deaminase	-1	-4	-1	0
hIAP act	1	0.94	1.1	0.99
mIAP act	1	0.95	0.94	1.1
SENP1 FRET inh	-27	-29	-1	1
NALP3 yeast inh	4	18	-19	8
mIAP inh	-1	5	6	-7
MIN6 prolif	1	-2	-3	0
APOBEC3G inh	2	-7	-6	-1

# This is a subset (hit frequency here may not be typical).
